Screens deposited in PubChem by National Center for Advancing Translational Sciences (NCATS).
Lipid storage S3 – qHTS Assay for Lipid Storage Modulators in Drosophila S3 Cells; Drosophila S3 cells, BODIPY lipid droplet fluorescence, 18-24 h; cells fed with added oleic acid; lipid storage change, negative = inhibition, % at the top dose, mostly 46.1 µM; hits show Potency in µM; 320,000 tested, 0.64% active; AID 2685; active = well fitted inhibition curve with a large enough effect in the signal ratio, with a control signal flat, not every such curve was filed as active; inconclusive = small, poorly fitted or top-dose-only effect, or effect the other way, or a change in a side signal; the % refers to the signal ratio
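Drosophila S3 cells loaded with oleic acid (400 uM, as added) and compounds at several concentrations; lipid droplets imaged by 488-nm laser-scanning cytometry, 500–530 nm intensity and object ratio to cell channel. Percent activity normalized to 20 uM Triacsin C.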
Lipid storage S3 cell count max – second read-out of Lipid storage S3, no call of its own (marks repeat the call); cell number change, %; measured here: cell count max response;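 cells counted by Cell Tracker Red CMTPX staining in the red channel; peak over a dose series mostly up to 46.1 µM; percent activity relative to internal control wells on each plate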
Active calls of the source: *. % is set by controls: 0 for no effect and ±100 for the full control effect; potency is the fitted concentration of half-maximal effect. A portion of the library (hit frequency here may not be typical).

What do the screens show for `O=C1CCCCC1Sc1nnc(-c2ccc3c(c2)OCO3)o1` (centres undefined)?
Lipid storage S3: inconclusive

How did Cc1ccc2c(c1)N(S(=O)(=O)c1cc(-c3cc(C)no3)ccc1C)CCO2 do in these assays?
Lipid storage S3: inconclusive

Results for Cc1ccc(CNC(=O)c2ccc(N3CCC4(CC3)CC(c3ccccc3)=NO4)c(NC(=O)c3ccccc3)c2)cc1 ?
Lipid storage S3: -10%; Lipid storage S3 cell count max: -9

What do the screens show for `C/C(=N\OC(=O)c1ccc(Cl)cc1)c1nccs1`?
Lipid storage S3: -11%; Lipid storage S3 cell count max: -20

Results for NC(=O)COc1ccc(C2c3c(oc4ccccc4c3=O)C(=O)N2CC2CCCO2)cc1 (centres undefined) ?
Lipid storage S3: inconclusive

What do the screens show for `Cc1ccc(O)c(-c2cc(-c3cccc(F)c3)n[nH]2)c1`?
Lipid storage S3: inconclusive

How did CCc1cccc(CC)c1NC(=O)CSc1nnc(CCC(=O)O)c(=O)[nH]1 do in these assays?
Lipid storage S3: inconclusive

What do the screens show for `COc1ccc(S(=O)(=O)NCC(=O)Nc2ccc(F)cc2)cc1`?
Lipid storage S3: 17%; Lipid storage S3 cell count max: -17

Results for Cc1c(Cl)cccc1NC(=S)N(Cc1ccccc1)Cc1cccnc1 ?
Lipid storage S3: inconclusive

Results for O=C(NC1CCOC1)c1cc(COc2cccc(C(F)(F)F)c2)on1 (centres undefined) ?
Lipid storage S3: inconclusive

Results for COc1ccc(N(CC(=O)NCc2cccs2)S(=O)(=O)c2cccc(C)c2)cc1 ?
Lipid storage S3: inconclusive

Results for N#Cc1cccc(NC(=O)Cc2ccccc2)c1 ?
Lipid storage S3: inconclusive

Results for COC(=O)NCC(c1ccc2c(c1)OCO2)N1CCN(c2ccccc2)CC1 (centres undefined) ?
Lipid storage S3: inconclusive

What do the screens show for `COc1ccccc1CN1CC(C(=O)NCCN2CCOC2=O)CCC1=O` (centres undefined)?
Lipid storage S3: inconclusive

How did COc1ccc(Cl)cc1C(=O)NNC(=O)CCNC(C)=O do in these assays?
Lipid storage S3: inconclusive

How did COc1ccc([N+](=O)[O-])cc1NC(=O)C1CCCN1S(=O)(=O)c1cccs1 (centres undefined) do in these assays?
Lipid storage S3: inconclusive

What do the screens show for `COc1ccccc1N1CCN(C(=O)Cn2nnc(-c3ccncc3)n2)CC1`?
Lipid storage S3: inconclusive

What do the screens show for `CCOc1ccc2nc(SCC(=O)c3ccccc3)sc2c1`?
Lipid storage S3: inconclusive

How did O=C(Nc1nnc(S(=O)(=O)Cc2ccc(F)cc2)s1)c1ccccc1F do in these assays?
Lipid storage S3: inactive; Lipid storage S3 cell count max: -25

How did CCOC(=O)NC(NC(=O)OCC)C(=O)c1ccccc1 do in these assays?
Lipid storage S3: -21%; Lipid storage S3 cell count max: -2

What do the screens show for `CCOC(=O)c1cc2c(nc1N)CCCC2`?
Lipid storage S3: inconclusive

Results for C=CCOc1ccc(/C=C2\SC(=S)N(N3CCOCC3)C2=O)cc1 ?
Lipid storage S3: -2%; Lipid storage S3 cell count max: 5

What do the screens show for `Cc1cccc(C)c1NC(=O)CN(C)CC(=O)c1c(N)n(Cc2ccccc2)c(=O)n(C)c1=O`?
Lipid storage S3: 10%; Lipid storage S3 cell count max: 7

Results for Cc1ccc(S(=O)(=O)N(C)CC(=O)N2CCC(C(N)=O)CC2)cc1 ?
Lipid storage S3: inconclusive

Results for CCCCSc1nnc(CCNC(=O)OC(C)(C)C)o1 ?
Lipid storage S3: -3%; Lipid storage S3 cell count max: 15

What do the screens show for `CCN(CC(=O)Nc1ccc(OC)cc1)C(=O)c1ccc([N+](=O)[O-])cc1`?
Lipid storage S3: -5%; Lipid storage S3 cell count max: -6

Results for Cc1ccc(S(=O)(=O)C(C#N)c2nc3ccccc3nc2N2CCN(C)CC2)cc1 (centres undefined) ?
Lipid storage S3: -5%; Lipid storage S3 cell count max: 1

Results for COc1ccc(S(=O)(=O)N2CCOCC2)cc1NC(=O)/C=C/c1ccccc1 ?
Lipid storage S3: 11%; Lipid storage S3 cell count max: -4

How did Cc1ccc(/C=C2\Oc3cc(OC(=O)N4CCOCC4)ccc3C2=O)cc1 do in these assays?
Lipid storage S3: 2%; Lipid storage S3 cell count max: 0

How did CCN(CC)CCNc1ncnc2c1[nH]c1ccc(OC)cc12 do in these assays?
Lipid storage S3: 10%; Lipid storage S3 cell count max: -6

What do the screens show for `Cc1ccc(S(=O)(=O)NCCC(=O)N2CCN(C/C=C/c3ccccc3)CC2)cc1`?
Lipid storage S3: inconclusive

What do the screens show for `COc1ccc2oc(CS(=O)c3ccccc3)c(C(=O)O)c2c1` (centres undefined)?
Lipid storage S3: 13%; Lipid storage S3 cell count max: 13

How did CCOC(=O)[C@H]1[C@H]2COc3cc(OC)ccc3[C@@H]2N2C(=O)CN(Cc3ccco3)C(=O)[C@@]12C do in these assays?
Lipid storage S3: inconclusive

Results for CN(CC(=O)NCCc1ccc(F)cc1)Cc1ccc(Br)cc1 ?
Lipid storage S3: inconclusive

What do the screens show for `O=c1oc2ccccc2c2c1SC(C(F)(F)F)C2` (centres undefined)?
Lipid storage S3: inconclusive

How did CC(C)(C)N1C(=O)[C@H]2[C@@H](c3ccc(Br)cc3)N3C(=O)N(c4ccccc4)C(=O)[C@@]3(Cc3ccccc3)[C@H]2C1=O do in these assays?
Lipid storage S3: 7%; Lipid storage S3 cell count max: -21

What do the screens show for `Cc1ccccc1Oc1cccc(C(=O)/C(C#N)=C/N(C)C)c1`?
Lipid storage S3: inconclusive

What do the screens show for `Cc1ccc(Cn2nnc3c(=O)[nH]c(C(=O)NCc4ccco4)nc32)cc1`?
Lipid storage S3: 6%; Lipid storage S3 cell count max: -23

How did COc1ccc(S(=O)(=O)N(Cc2cc3cc(C)ccc3[nH]c2=O)CC2CCCO2)cc1 (centres undefined) do in these assays?
Lipid storage S3: inconclusive

How did CCOc1ccc(NC(=O)CSc2nc(N3CCOCC3)nc(N3CCOCC3)n2)cc1 do in these assays?
Lipid storage S3: inactive; Lipid storage S3 cell count max: 4

Structures shown so far with bromine:
Results for CN(CC(=O)NCCc1ccc(F)cc1)Cc1ccc(Br)cc1 ?
Lipid storage S3: inconclusive

How did CC(C)(C)N1C(=O)[C@H]2[C@@H](c3ccc(Br)cc3)N3C(=O)N(c4ccccc4)C(=O)[C@@]3(Cc3ccccc3)[C@H]2C1=O do in these assays?
Lipid storage S3: 7%; Lipid storage S3 cell count max: -21

Next section.
What do the screens show for `CN(C)c1ccc(CNc2ccc3c(c2)ncn3C)cc1`?
Lipid storage S3: inconclusive

How did COc1ccccc1/C=N/n1cnnc1 do in these assays?
Lipid storage S3: inconclusive

How did O=S(=O)(c1ccccc1)c1nc(-c2ccco2)oc1NCc1ccccc1 do in these assays?
Lipid storage S3: inconclusive

What do the screens show for `Fc1cccc(Cl)c1CSc1nnc2ccccn12`?
Lipid storage S3: inactive

How did CN1N=C(C(C)(C)C)CSC1=Nc1ccc(F)cc1 do in these assays?
Lipid storage S3: -5%; Lipid storage S3 cell count max: -8

What do the screens show for `CCOC(=O)C1(CCCc2ccccc2)CCN(C2CCN(C(C)=O)CC2)CC1`?
Lipid storage S3: 9%; Lipid storage S3 cell count max: 1

How did CCOC(=O)N1CCN(S(=O)(=O)c2ccc(OCC)c(C)c2)CC1 do in these assays?
Lipid storage S3: inconclusive

How did COc1ccc(N(CC(=O)NC2CCCCC2C)S(=O)(=O)c2c(C)nn(C)c2C)cc1 (centres undefined) do in these assays?
Lipid storage S3: inconclusive

What do the screens show for `O=C(Nc1ccc(F)cc1F)NC1CCCc2ccccc21` (centres undefined)?
Lipid storage S3: inconclusive

How did COc1cc(C(=S)N2CCCC2)ccc1O do in these assays?
Lipid storage S3: 7%; Lipid storage S3 cell count max: -1

What do the screens show for `COC(=O)CN1C(=O)CSc2ncccc21`?
Lipid storage S3: inconclusive

Results for Cc1ccc(NC(=O)c2ccccc2SCC(=O)N2CCCC2)cc1S(=O)(=O)N(C)C ?
Lipid storage S3: 3%; Lipid storage S3 cell count max: 8

What do the screens show for `Cc1cc(C)n(C(N)=NC(=O)c2ccc([N+](=O)[O-])cc2)n1`?
Lipid storage S3: inconclusive

How did Fc1ccccc1CN1CCCC(NC2CCC2)C1 (centres undefined) do in these assays?
Lipid storage S3: inconclusive

Results for Cc1[nH][nH]c(=O)c1N=Nc1ccccc1 ?
Lipid storage S3: inconclusive

How did Cc1ccc(-c2nnn(CC(=O)N(CC(=O)NC3CCCC3)c3ccc(F)c(Cl)c3)n2)o1 do in these assays?
Lipid storage S3: inconclusive

What do the screens show for `CC(=O)c1cn(-c2ccc(Cl)cc2)c(=O)n(Cc2ccc(Br)cc2)c1=O`?
Lipid storage S3: 22%; Lipid storage S3 cell count max: 4

What do the screens show for `O=C(NCCc1csc(-c2ccc(C(F)(F)F)cc2)n1)c1cccs1`?
Lipid storage S3: inconclusive

Results for Nc1nc(/C=C/c2cccnc2)nc(-c2ccccc2O)n1 ?
Lipid storage S3: -13%; Lipid storage S3 cell count max: -9

What do the screens show for `CCOC(=O)c1c(C(C)(C)C)oc2ccc(O)cc12`?
Lipid storage S3: inconclusive

How did CC(C)c1nnc2n1N=C(c1ccc(Cl)cc1)CS2 do in these assays?
Lipid storage S3: 7%; Lipid storage S3 cell count max: -4

What do the screens show for `COc1ccc(Cl)cc1S(=O)(=O)NC(C)C(=O)NCc1cccnc1` (centres undefined)?
Lipid storage S3: inactive; Lipid storage S3 cell count max: -10

What do the screens show for `CC(C)CNc1nc(Oc2ccc(=O)n(C)n2)nc(N2CCOCC2)n1`?
Lipid storage S3: 7%; Lipid storage S3 cell count max: -9

What do the screens show for `O=C(COC(=O)c1c[nH]c(=O)[nH]c1=O)Nc1ccccc1`?
Lipid storage S3: inactive; Lipid storage S3 cell count max: -47

What do the screens show for `Cc1ccc(S(=O)(=O)NCC(=O)OC(C)C(=O)Nc2ncc(Cl)cc2Cl)cc1` (centres undefined)?
Lipid storage S3: 1%; Lipid storage S3 cell count max: -18

What do the screens show for `Cc1cc(C)nc(NC(=O)c2ccc(Cl)c(Cl)c2)n1`?
Lipid storage S3: inconclusive

What do the screens show for `CC(=O)Nc1ccc(N/C=C/C(=O)c2ccccc2)cc1`?
Lipid storage S3: inconclusive

How did Cc1nnsc1C(=O)NC1CCCc2c1cnn2-c1ccc(C(C)(C)C)cc1 (centres undefined) do in these assays?
Lipid storage S3: inconclusive

How did O=C(Nc1ccc(-c2nc3ncccc3o2)cc1)c1ccc([N+](=O)[O-])o1 do in these assays?
Lipid storage S3: inconclusive

What do the screens show for `O=C(CNS(=O)(=O)c1ccc2ccccc2c1)NCCc1ccccn1`?
Lipid storage S3: inconclusive

Results for CN(Cc1cccs1)C(=O)COc1ccc(-c2nnco2)cc1 ?
Lipid storage S3: inconclusive

How did N#CC(c1cccc(Cl)c1)c1ncc(C(F)(F)F)cc1Cl (centres undefined) do in these assays?
Lipid storage S3: 21%; Lipid storage S3 cell count max: -9

What do the screens show for `CC(C)CNC(=O)C(=O)Nc1ccc(N(C)C)cc1`?
Lipid storage S3: inconclusive

How did CCOC(=O)[C@H]1[C@H]2COc3ccccc3[C@@H]2N2C(=O)c3ccccc3NC(=O)[C@@]12C do in these assays?
Lipid storage S3: 0%; Lipid storage S3 cell count max: -25

How did Cc1c2c(nc3ccccc13)OCC2 do in these assays?
Lipid storage S3: inconclusive

Results for O=C(N/N=C(\c1ccccc1)c1cccnc1)c1ccc(O)cc1 ?
Lipid storage S3: 8%

What do the screens show for `CCOc1ccc(S(=O)(=O)N2CCCCC2)cc1NC(=O)Cc1cccc(C(F)(F)F)c1`?
Lipid storage S3: -4%; Lipid storage S3 cell count max: 11

Results for O=C(O)c1ccccc1Nc1ccc([N+](=O)[O-])c2nonc12 ?
Lipid storage S3: inconclusive

What do the screens show for `COc1ccccc1CNC(=O)c1ccc(-c2ccccc2)cc1`?
Lipid storage S3: 2%; Lipid storage S3 cell count max: -13

How did CCOc1ccc(-c2nnc3ccc(SC(C)C)nn23)cc1 do in these assays?
Lipid storage S3: 0%; Lipid storage S3 cell count max: -16

In the list so far, 3 have a COOH group:
How did CCc1cccc(CC)c1NC(=O)CSc1nnc(CCC(=O)O)c(=O)[nH]1 do in these assays?
Lipid storage S3: inconclusive

What do the screens show for `COc1ccc2oc(CS(=O)c3ccccc3)c(C(=O)O)c2c1` (centres undefined)?
Lipid storage S3: 13%; Lipid storage S3 cell count max: 13

Results for O=C(O)c1ccccc1Nc1ccc([N+](=O)[O-])c2nonc12 ?
Lipid storage S3: inconclusive

Further compounds.
How did CCCN1C(=O)CC(Sc2ncccc2C(=O)O)C1=O (centres undefined) do in these assays?
Lipid storage S3: inconclusive

Results for CNCC(=O)Nc1c(C)n[nH]c1C ?
Lipid storage S3: 12%; Lipid storage S3 cell count max: -3

What do the screens show for `COc1ccc(CNc2nc(=S)[nH]c3cc(OC)c(OC)cc23)cc1`?
Lipid storage S3: 15%; Lipid storage S3 cell count max: -26

How did Cc1cccc(N2CCN(C(=O)c3cccc(S(=O)(=O)N4CCOCC4)c3)CC2)c1C do in these assays?
Lipid storage S3: 9%; Lipid storage S3 cell count max: -14

What do the screens show for `O=C(O)c1ccc(C(=O)c2ccc3c(c2)C(=O)N(CCO)C3=O)cc1`?
Lipid storage S3: -30%; Lipid storage S3 cell count max: 3

Three compounds picked at random from those above:
How did O=C(Nc1nnc(S(=O)(=O)Cc2ccc(F)cc2)s1)c1ccccc1F do in these assays?
Lipid storage S3: inactive; Lipid storage S3 cell count max: -25

How did COc1ccccc1/C=N/n1cnnc1 do in these assays?
Lipid storage S3: inconclusive

How did CCc1cccc(CC)c1NC(=O)CSc1nnc(CCC(=O)O)c(=O)[nH]1 do in these assays?
Lipid storage S3: inconclusive
